# Source: PubChem BioAssay
# TTR transcr act = TTR transcription activation, primary screen | SH-SY5Y TTR promoter Gaussia luciferase, luminescence; 100% = recombinant luciferase protein wells | activation, % at 16.7 µM | 92,000 compounds, 1.3% hits | AID 1117267;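 active = activation above the mean of all tested compounds plus 3 SD, cut at about 9.5% in these data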;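 also: cells exposed to compounds for one day before reading; 0% = median of all test compound wells on the plate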
# The depositor's hits bear a star.
SMILES,TTR transcr act
Cc1ccc(CNC(=O)c2cccnc2Sc2cccc(Cl)c2)cc1,-2.5
COC(=O)c1nc(NC(=O)c2ccccc2)n[nH]1,3.7
O=C(NN1CCOCC1)c1cc(-c2cccs2)nc2ccccc12,2.2
O=C(CN1CCN(c2ccc(O)cc2)CC1)Nc1ccc(S(=O)(=O)N2CCCC2)cc1,-0.5
Cc1ccc(CCNC(=O)c2cc(C)nn2-c2ccccc2)cc1,-0.9
CC(=O)Nc1nc2n(n1)C(c1ccc(Cl)cc1)C=C(C)N2 (stereo not drawn),-1.4
CC(C)(C)OC(=O)NOCC(=O)N(CC(=O)c1ccccc1)Cc1ccccc1,0.5
CC(C)CCc1noc(CN(C)CC2CCN(Cc3ccccc3)CC2)n1,-1.7
CCOC(=O)C1CCCN(/C=C2\SC(=S)N(CC)C2=O)C1 (stereo not drawn),1.6
CC(CN1CCCCC1)OC(=O)/C=C/c1ccccc1 (stereo not drawn),4.1
Cn1nccc1C(=O)Nc1sc2c(c1C#N)CCCC2,-0.4
CCOc1ccccc1N(CC(=O)N1CCN(Cc2ccccc2)CC1)S(=O)(=O)c1ccccc1,2.3
Cc1cc(/C=N/n2cnnc2)c(C)n1-c1ccccc1,-1.6
O=C(CN1CCN(Cc2ccc(Cl)cc2)CC1)N/N=C/C=C/c1ccccc1[N+](=O)[O-],-2.7
CN1OC[C@@H]2CN(C(=O)C(C)(C)C)[C@H](c3ccc(-c4cccnc4)cc3)C[C@@H]21,1.5
CCn1c(SCC(=O)Nc2c(C)n(C)n(-c3ccccc3)c2=O)nc2c1c(=O)n(C)c(=O)n2C,-0.1
Cc1ccc(C(=O)NCCNC(=O)c2ccc(C)nc2)cc1,0.8
CC(C)Oc1cc(F)ccc1-c1cc(C(=O)Nc2ccccc2)[nH]n1,-1.7
CC(C)(C)C(=O)N1CCn2c1nc1ccccc12,0.0
Cn1cc(Cl)c(C(=O)OCC(=O)Nc2nc(-c3ccc(Br)cc3)cs2)n1,3.8
COc1ccccc1C(=O)NC(=O)COC(=O)Cc1ccccc1[N+](=O)[O-],-1.0
Nc1ccc2c(c1Br)Cc1ccccc1-2,-0.4
COc1ccc(Cl)cc1NC(=O)CN(C)C(=O)c1cccc2cccnc12,2.8
Fc1ccc(CNc2ccccn2)cc1,-0.5
C=CCn1c(SCC(=O)Nc2ccc(F)cc2F)nnc1-c1cnccn1,3.6

# Additional compounds
SMILES,TTR transcr act
O=C(N/N=C/c1cccc2nccnc12)c1ccccc1O,-1.7
Cc1cccnc1CNC(=O)C1(C)CCCN1CC(C)C (stereo not drawn),-0.1
Cc1cnc([N+](=O)[O-])n1CCOC(=O)NC(=O)c1c(F)cccc1F,-1.2
COc1ccccc1-n1c(SCC(=O)N2CCOCC2)nc2cccnc21,1.7
O=C(c1cc(S(=O)(=O)N2CCC3(CC2)OCCO3)ccc1F)N1CCCCC1,-0.1
O=C(C[C@H]1C[C@H](C(=O)N2CCCCC2)[C@@]2(CCc3ccccc3)c3[nH]c4ccc(Cl)cc4c3CCN2C1=O)NCc1ccco1,2.2
CC(=O)Nc1c(O)nc(SC/C=C/CSc2nc(O)c(NC(C)=O)c(=O)[nH]2)[nH]c1=O,0.1
COc1ccccc1C(=O)Oc1cc(C)[nH]c(=O)c1[N+](=O)[O-],-0.8
COc1cc2c(cc1CNC[C@H]1O[C@@H](n3cnc(C(N)=O)n3)[C@H](O)[C@@H]1O)OCO2,1.8
COc1ccc(N(CC(=O)Nc2ccc3c(c2)OCCO3)S(C)(=O)=O)c(OC)c1,2.6
CCCn1c(Sc2nc3c(c(=O)[nH]c(=O)n3C)n2CCC)nc2c1c(=O)[nH]c(=O)n2C,1.9
CC1CCN(C(=O)COC(=O)c2cccc(S(=O)(=O)N(C)c3ccccc3)c2)CC1,4.8
CC(C)C(=O)Nc1cccc(-c2nc3ccccc3o2)c1,-0.6
Cn1c(=O)c2[nH]c(-c3ccccc3)c(O)c2n(C)c1=O,1.1
CCOc1ccc(C(=O)Nc2nnc(C(C)C)s2)cc1OCC,-4.1
O=c1[nH]c(Cc2ccccn2)nc2scc(-c3ccc(Cl)cc3)c12,-1.1
O=C1CSC(c2cccnc2)N1Cc1cccnc1 (stereo not drawn),1.1
CCOC(=O)C1CCN(C(=O)CCc2ccccc2)CC1,3.6
C=CCC[C@H](Cc1ccc(F)cc1)C(=O)OC[C@@H](C)NC(=O)[C@H](CC=C)CC(=O)N(CCO)Cc1ccccc1,-1.4
O=C(Cc1ccccc1)NCC(=O)Nc1ccc(OC(F)(F)F)cc1,-0.6
CCCNC(=O)N1CCN(C(=O)NCCC)CC1,2.7
CN(C)c1ccc(C(CC(=O)O)C(=O)O)cc1 (stereo not drawn),0.0
Cc1cc(NC(=O)CSCc2ccc([N+](=O)[O-])cc2)no1,-0.6
O=C(c1ccco1)N1CCN(Cc2csc(-c3ccccc3Cl)n2)CC1,0.5
COc1cccc(C(=O)N(CN2CCCC2=O)c2ccccc2OC)c1,2.1

# Arranged by length of the SMILES (rising): some entries from above.
SMILES,TTR transcr act
CCCNC(=O)N1CCN(C(=O)NCCC)CC1,2.7
CN(C)c1ccc(C(CC(=O)O)C(=O)O)cc1 (stereo not drawn),0.0
Cc1cccnc1CNC(=O)C1(C)CCCN1CC(C)C (stereo not drawn),-0.1
O=C(N/N=C/c1cccc2nccnc12)c1ccccc1O,-1.7
CC(C)C(=O)Nc1cccc(-c2nc3ccccc3o2)c1,-0.6
CCOc1ccc(C(=O)Nc2nnc(C(C)C)s2)cc1OCC,-4.1
Cn1c(=O)c2[nH]c(-c3ccccc3)c(O)c2n(C)c1=O,1.1
Cc1cc(NC(=O)CSCc2ccc([N+](=O)[O-])cc2)no1,-0.6
O=C(c1ccco1)N1CCN(Cc2csc(-c3ccccc3Cl)n2)CC1,0.5
O=c1[nH]c(Cc2ccccn2)nc2scc(-c3ccc(Cl)cc3)c12,-1.1
COc1ccccc1C(=O)Oc1cc(C)[nH]c(=O)c1[N+](=O)[O-],-0.8
Cc1cnc([N+](=O)[O-])n1CCOC(=O)NC(=O)c1c(F)cccc1F,-1.2
O=C(c1cc(S(=O)(=O)N2CCC3(CC2)OCCO3)ccc1F)N1CCCCC1,-0.1
COc1ccc(N(CC(=O)Nc2ccc3c(c2)OCCO3)S(C)(=O)=O)c(OC)c1,2.6
CC1CCN(C(=O)COC(=O)c2cccc(S(=O)(=O)N(C)c3ccccc3)c2)CC1,4.8
CCCn1c(Sc2nc3c(c(=O)[nH]c(=O)n3C)n2CCC)nc2c1c(=O)[nH]c(=O)n2C,1.9
COc1cc2c(cc1CNC[C@H]1O[C@@H](n3cnc(C(N)=O)n3)[C@H](O)[C@@H]1O)OCO2,1.8
C=CCC[C@H](Cc1ccc(F)cc1)C(=O)OC[C@@H](C)NC(=O)[C@H](CC=C)CC(=O)N(CCO)Cc1ccccc1,-1.4

# (further entries)
SMILES,TTR transcr act
CC1=C(C(=O)OCc2ccccc2)C(c2cccs2)NC(=O)N1CCCC(=O)O (stereo not drawn),3.3
CC(=O)NCCSC(=O)c1ccc(F)cc1,5.2
Cc1nc(SCc2nc3ccc(F)cc3[nH]2)c2oc3ccccc3c2n1,1.6
CC(=O)Nc1ccc(CN2CCCC(CO)(Cc3cccc(Cl)c3)C2)cc1 (stereo not drawn),0.2
CCOC(=O)C1CCN(C(=O)CN(c2ccc(Cl)c(C(F)(F)F)c2)S(C)(=O)=O)CC1,-2.9
CCCOc1ccc(C(=O)NCC(c2ccco2)N(C)C)cc1OC (stereo not drawn),0.6
O=C(NCC(c1cccnc1)N1CCN(c2ccc(F)cc2)CC1)c1cccc(Cl)c1 (stereo not drawn),-5.0
Cc1c(N(C)S(=O)(=O)c2cc(C(=O)N3CCCC3)ccc2Cl)c(=O)n(-c2ccccc2)n1C,13*
O/N=C1\CCCc2oc3c(c21)CCCC3,-0.9
N/C(=N\OC(=O)CCCc1ccccc1)c1cccc([N+](=O)[O-])c1,-1.0
N#Cc1c(N)n[nH]c1-c1cc2c([nH]1)CCCC2,1.1
Cc1nc(C)c(NC(=O)OC(C)C)cc1NC(=O)OC(C)C,-2.2
COC(=O)c1ccc(C(=O)OC)c(NC(=S)N2CCN(C)CC2)c1,-1.4
O=S(=O)(N/N=C/c1cccc(OC2CSC2)c1)c1ccccc1,2.5
CC1CC(Nc2ccccc2)=CC(=O)O1 (stereo not drawn),0.7
c1ccc(-c2nc3c(ccc4ccccc43)[nH]2)nc1,-3.6
COc1ccc(C(CC(=O)c2ccc(C)cc2)C(C#N)C#N)cc1OC (stereo not drawn),-2.6
C[C@@H]1CN([C@H](C)CO)C(=O)c2cc(NC(=O)NC3CCCCC3)ccc2O[C@H]1CN(C)S(C)(=O)=O,-2.5
O=[N+]([O-])c1ccc(SCCc2ccncc2)cc1,0.4
CCc1cc(-c2nnn(CCC3COCCO3)c2CC)ccc1-c1cn(CCc2c[nH]c3ccccc23)nn1 (stereo not drawn),-1.9
O=C(c1cc2cc([N+](=O)[O-])ccc2s1)N1CCCCC1,-1.8
CCCCN1CC[C@H](C)Oc2cc(Br)ccc2S1(=O)=O,7.5
CCN(CCCNC(=O)CNC(=O)Cn1cnc2ccccc2c1=O)c1cccc(C)c1,0.8
Cc1cc(C)cc(N(C(C)C(=O)NC2CCCC2)S(C)(=O)=O)c1 (stereo not drawn),1.8
COc1cc(NCCCCC(C)N)c2nccc(C)c2c1 (stereo not drawn),0.1

# (continued)
SMILES,TTR transcr act
CC(=O)Nc1ccc2c(c1)CCCC2,0.6
CC(C)OC(=O)CSc1ncnc2c1cnn2-c1ccccc1,-2.2
Nc1ccn([C@@H]2O[C@H](C(=O)Nc3cc(C(F)(F)F)cc(C(F)(F)F)c3)[C@@H](O)[C@H]2O)c(=O)n1,-0.6
CCN(CC)S(=O)(=O)c1cccc(C(=O)N[C@H](C(=O)NNC(=O)c2ccccc2)C(C)C)c1,3.0
CCc1cc(=O)oc2c3c(cc(OCC(=O)Nc4cccnc4)c12)OC(C)(C)CC3,-3.0
CCCCCOC(=O)C1=C(C)NC(=O)NC1c1ccccc1OCC (stereo not drawn),0.2
COc1ccc(S(=O)(=O)N(C)C[C@H]2OCCCC[C@H](C)Oc3ccc(N(C)C)cc3C(=O)N([C@H](C)CO)C[C@@H]2C)cc1,0.0
Cc1ccccc1NC(=S)N(CCN(C)C)C(C)c1ccccn1 (stereo not drawn),-0.5
CC(NC(=O)COC(=O)C12CC3CC(CC(Br)(C3)C1)C2)c1ccccc1 (stereo not drawn),0.8
COc1ccc(CC(=S)N2CCOCC2)cc1OC,2.1
O=P(c1ccc2c(c1)OCCO2)(N1CCOCC1)N1CCOCC1,1.8
CC(C)N1CCC(N2CCN(C/C=C/c3ccc(F)cc3)CC2CCO)CC1 (stereo not drawn),-1.4
O=S(=O)(NC1CCN(Cc2ccccc2)CC1)c1cccc(S(=O)(=O)N2CCOCC2)c1,-0.2
O=C(NCCNc1ccc(Cl)cc1[N+](=O)[O-])c1cccnc1,-0.1
Cc1ccc(NC(=O)C2CCN(c3nc(C)cc(C)n3)CC2)cc1,-1.4
Oc1ccccc1N=Cc1c(O)ccc2oc3c(c12)CCCC3,-1.0
Cc1ccc(-n2c(C)c([N+](=O)[O-])c3ccc(O)cc32)cc1,2.3
O=C(N/N=C\C=C\c1ccc([N+](=O)[O-])o1)c1cccs1,-0.8
COC(=O)C1=C(C(=O)OC)[C@@H]2N(C)c3ccccc3[C@@]23C[C@@H](C(=O)OC)N(C(=O)CC(C)C)C3=N1,-2.3
N#Cc1nc(COc2ccc(Cl)cc2)oc1NCc1ccc2c(c1)OCO2,0.3
CC(=O)NC(Cc1c[nH]c2ccccc12)C(=O)OCC(=O)Nc1cc(C)on1 (stereo not drawn),-1.4
CCc1ccc(OCCCC(=O)Nc2ccc(N3CCOCC3)cc2)cc1,1.0
Cc1ccc(C(=O)C(C)OC(=O)Cn2[nH]c(=O)c3ccccc3c2=O)cc1 (stereo not drawn),-0.2
Cc1c(C(=O)NCc2cccnc2)oc2ccccc12,2.5
CCN(CC)S(=O)(=O)c1cccc(N2CC(O)=C(c3ccccc3)C2=N)c1,2.4

# Going on with the list.
SMILES,TTR transcr act
CC1CCC(NCc2ccco2)CC1 (stereo not drawn),-0.7
CC(=O)OCC(C)n1[nH]c2ccccc2c1=O (stereo not drawn),1.7
O=C(O)CCCCCNS(=O)(=O)c1ccc(Cl)cc1,0.6
COc1ccc(S(=O)(=O)NCc2cccnc2)cc1NC(=O)c1ccccc1C,0.2
CC(=O)c1sc(NC(=O)c2cccnc2Cl)nc1C,2.9
Cc1ccc(CNc2nc(N)c([N+](=O)[O-])c(Nc3ccc(F)cc3)n2)cc1,0.3
CCN1CCC(C(N)=O)CC1,2.1
COc1ccc(CCNC(=O)COC(=O)/C=C/c2ccc(OC)c(OC)c2)cc1,3.4
[O-][n+]1onc2c1CCc1c-2nn(-c2ccccc2Cl)[n+]1[O-],0.8
Cc1noc(C)c1COc1cccc(C(=O)OCCOc2ccc(F)cc2)c1,12*
Fc1cccc(Cl)c1CNCc1cccnc1,0.2
COc1ccc(S(=O)(=O)Nc2cc3c4c(c2)CCC(=O)N4CCC3)cc1C,-1.4
COc1ccccc1OCC(=O)N1CCCC(Nc2ccc(C)c(C)c2)C1 (stereo not drawn),-1.3
O=C(Nc1cccc2cccnc12)c1ccc(Br)o1,-0.4
COc1c(O)cccc1[C@H](O)C1CCN(CCc2ccc(F)cc2)CC1,3.0
CCN1C=CC2=C(C#N)C(N)C(C#N)(C#N)C(c3ccccc3C(F)(F)F)C2C1 (stereo not drawn),-1.4
Cn1c(=O)c2c(ncn2CC(=O)OCC(=O)NC(c2ccccc2)c2ccccc2)n(C)c1=O,0.2
O=C(COC(=O)CCC(=O)c1ccc(F)cc1)NCc1ccc(Cl)cc1,0.0
COc1ccc(CNC(=O)COc2cc(=O)n(C)c3ccccc23)cc1,2.3
CCN1CCN(c2c(C=O)c(Cl)nc3ccc(OC)cc23)CC1,1.1
O=C(COC(=O)Cc1cccc(C(F)(F)F)c1)Nc1ccccc1,2.2
CSc1ccccc1-c1nnc(-c2ccc(Cl)cc2Cl)o1,-1.2
COc1cc(-c2nc3ccc(C)cn3c2NCc2ccccc2)ccc1SC1CCCCC1,-4.1
CN(C)c1ccc(/C=N/N2CCN(Cc3ccccc3Cl)CC2)cc1,-1.4
COc1ccc(-c2cc(NC(=O)c3cncn3-c3ccccc3)ccc2OC)cc1,-2.5
CCc1ccc(-c2cn3nc(-c4ccccc4)cnc3n2)cc1,3.1
Nc1nnc(SCC(=O)Nc2ccccc2)s1,1.1
CCOC(=O)c1c(N)sc2c1C1CCN2CC1,1.2

# This is a subset; rates above refer to the full screens.
